Screening data deposited in PubChem by several laboratories.
SKN-1 inh = C. elegans SKN-1 inhibition; C. elegans VP596 Pgst-4::GFP/RFP ratio, acrylamide-induced, 24 h; inhibition, % at 21.8 µM; 0.49% of 360,000 active; AID 624304;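 active = interference check ratio from 0.5 to 1.5 plus GFP to RFP signal ratio inhibition reaching or exceeding a fixed threshold, cut at about 30% in these data, passing the limit was not always enough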; note: some compounds called inactive have numbers as strong as hits
SUMO1-SIM PPI = SUMO1-SIM interaction modulation; AID 602429; 0.33% of 360,000 active; P63165; inhibition, % at 20 µM; SUMO1 binding to a labelled peptide, TR-FRET, 1 h; in the data active = inhibition above about 37%
Target sequence (P63165 whole entry, looked up): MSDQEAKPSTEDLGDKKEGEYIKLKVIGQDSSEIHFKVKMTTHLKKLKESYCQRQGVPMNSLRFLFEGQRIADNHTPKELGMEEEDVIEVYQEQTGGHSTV
DNMT1 block = blocks human DNA methyltransferase DNMT1; 0.83% of 360,000 active; DNMT1 molecular beacon, Hinp1I cleavage, fluorescence; inhibition (reported as % activation of signal), % at 10 µM; P26358; in the data active = inhibition above about 50%
STEP block = inhibitors of human striatal-enriched phosphatase STEP | P54829 | recombinant STEP, OMFP fluorogenic substrate, fluorescence | inhibition, % at 20 µM | 0.25% of 360,000 active | AID 588621;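 active = inhibition at 20 µM, scaled per plate between control wells, above about 37%, limit read from the data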;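 note: 0% = DMSO with enzyme and substrate and 100% = substrate only without enzyme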
Target sequence (P54829 whole entry, looked up): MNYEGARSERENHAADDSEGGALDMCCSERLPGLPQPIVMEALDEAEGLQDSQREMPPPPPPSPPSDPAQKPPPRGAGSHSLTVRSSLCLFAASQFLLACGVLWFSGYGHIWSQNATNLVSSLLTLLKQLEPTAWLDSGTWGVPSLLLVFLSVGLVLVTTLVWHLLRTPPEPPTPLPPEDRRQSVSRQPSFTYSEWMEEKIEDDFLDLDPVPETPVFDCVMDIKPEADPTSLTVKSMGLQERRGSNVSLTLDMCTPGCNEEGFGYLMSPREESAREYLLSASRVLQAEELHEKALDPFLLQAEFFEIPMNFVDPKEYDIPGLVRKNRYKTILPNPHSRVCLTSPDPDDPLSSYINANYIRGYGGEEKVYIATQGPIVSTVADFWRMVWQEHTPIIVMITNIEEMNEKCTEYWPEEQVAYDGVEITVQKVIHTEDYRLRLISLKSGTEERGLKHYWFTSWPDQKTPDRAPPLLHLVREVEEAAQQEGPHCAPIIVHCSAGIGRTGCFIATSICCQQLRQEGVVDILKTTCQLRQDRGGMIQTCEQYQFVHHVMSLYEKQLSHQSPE
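Material: STEP (striatal-enriched tyrosine phosphatase) enzyme, cell-free | Medium: 50 mM Bis-Tris pH 6.0 with 2.5 mM DTT and 0.005% Tween 20 | Read-out: Percent inhibition scaled to no-enzyme and uninhibited-enzyme controls, plate-pattern corrected | Signal: Fluorescence read at 480 nm ex / 540 nm em | Times: 20 min reaction, room temperature, in the dark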
Neddylation inh = blocks human cullin neddylation; TR-FRET cullin neddylation, biochemical; P61081+Q13564; 0.58% of 360,000 active; AID 651699; calls only at 25 µM; in the data active = inhibition above about 36%
LMPTP inh = LMPTP (human) inhibition; P24666; recombinant LMPTP-A, OMFP fluorogenic substrate, fluorescence intensity; inhibition, % at 20 µM; 0.22% of 360,000 active; AID 651560;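 active = compounds that cut the enzyme signal by at least half of the control window in the single-dose screen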;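 note: plate controls were DMSO wells with enzyme plus substrate for no effect and substrate without enzyme for full effect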
Target sequence (P24666 whole entry, looked up): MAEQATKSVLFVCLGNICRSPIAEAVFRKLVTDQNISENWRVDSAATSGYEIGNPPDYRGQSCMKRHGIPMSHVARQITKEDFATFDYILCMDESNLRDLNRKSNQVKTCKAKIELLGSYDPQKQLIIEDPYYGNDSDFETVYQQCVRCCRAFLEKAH
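material = LMPTP-A | quantity = 0.625 nM enzyme | reagent = OMFP substrate, 400 µM final | buffer or medium = Bis-Tris pH 6.0, DTT, detergent | detection = endpoint fluorescence intensity from OMFP dephosphorylation | dosing = single 20 µM dose | read-out basis = % inhibition relative to no-enzyme and uninhibited control wells | control set = no-enzyme and uninhibited controls | timing = 50 min at room temperature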
CendR NRP1 mod = alters CendR peptide binding to human NRP-1 | FAM-RPARPAR peptide binding to NRP-1, fluorescence polarization | inhibition, % at 25 µM | 0.85% of 360,000 active | AID 602438;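 active = inhibition or corrected inhibition above about 18%, plus a signal ratio from 0.5 to 1.5, limit read from the data, passing the limit was not always enough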; note: strong numbers were not always called active
TbMetRS inhib = blocks T. brucei methionyl-tRNA synthetase activity. purified T. brucei MetRS, ATP depletion, Kinase-Glo luminescence. AID 624268. 0.4% of 360,000 active. inhibition, % at 11.9 µM;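 active = inhibition above a per-plate cutoff of the control wells' mean inhibition plus 3 SD, cut at about 5.5% in these data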;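 note: 0% = DMSO wells median and 100% = median of wells with control inhibitor compound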
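System: purified T. brucei MetRS enzyme / Detection: Kinase-Glo luciferase luminescence reporting remaining unconsumed ATP / Medium: HEPES buffer with MgCl2, KCl, DTT, spermine, BSA, pyrophosphatase / Replication: singlicate, one well per compound / Evaluation: percent inhibition relative to median high and low control wells / Schedule: 2 h aminoacylation at 25 °C after 15 min preincubation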
NadD inh = inhibitors of Staphylococcus aureus NadD; inhibition, % at 20 µM; 0.78% of 360,000 active; AID 602399; purified NadD enzyme, colorimetric absorbance read-out; in the data active = inhibition above about 26%; note: some compounds past the cut are filed as inactive
Scp1 inh = inhibitors of human Scp-1 phosphatase | 0.88% of 340,000 active | Recombinant Scp1, phosphopeptide, malachite green phosphate absorbance | inhibition, % at 20 µM | AID 493091;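 active = inhibition above about 50% at 20 µM, limit read from the data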;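 note: plate controls were DMSO wells with enzyme for no effect and wells lacking enzyme for full effect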
Target sequence (Q9GZU7 76-261 limits assumed): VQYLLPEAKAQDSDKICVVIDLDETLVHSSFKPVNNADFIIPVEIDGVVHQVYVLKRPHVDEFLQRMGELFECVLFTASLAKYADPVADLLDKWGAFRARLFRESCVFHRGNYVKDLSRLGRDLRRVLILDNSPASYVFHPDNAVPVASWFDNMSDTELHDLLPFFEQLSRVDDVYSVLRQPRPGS
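Assay system: SCP-1 catalytic fragment, aa 76-261 | Buffer or medium: Tris acetate buffer pH 5.5 with MgCl2 and Tween-20 | Compound: One concentration, 20 µM, with 1.0% DMSO | Also added: Phospho 17-mer peptide substrate | Signal: Absorbance at 630 nm | Incubation: 45 min enzyme reaction at room temperature | Measure: % inhibition of SCP-1 phosphate liberation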
An asterisk follows results filed as active.

For Cn1c(=O)c2cc(NC(=O)Nc3ccccc3)ccc2n1Cc1ccccc1 the results were SKN-1 inh 7, SUMO1-SIM PPI 1, DNMT1 block -3, STEP block -1, LMPTP inh 0.2, CendR NRP1 mod -130, TbMetRS inhib 2.4 and NadD inh 2.
Screening O=C(Nc1ccccc1C(=O)N1CCOCC1)c1ccc(Cl)cc1 returned SKN-1 inh -1, SUMO1-SIM PPI 1, DNMT1 block 1, STEP block -2, Neddylation inh inactive, LMPTP inh -0.9, CendR NRP1 mod 3, TbMetRS inhib -0.8, NadD inh -4 and Scp1 inh 12.
`Cc1noc(NS(=O)(=O)c2ccc(N/C=C/C(=O)c3cccnc3)cc2)c1C` gave SKN-1 inh -7, SUMO1-SIM PPI -8, DNMT1 block 4, STEP block -2, Neddylation inh inactive, LMPTP inh -0.4, CendR NRP1 mod 15, TbMetRS inhib -1.1, NadD inh 4 and Scp1 inh 4.
Screening CCOC(=O)c1c(NC(=O)CSc2nc(C)cc(C)c2C#N)sc(C(C)=O)c1C returned SKN-1 inh 13, SUMO1-SIM PPI 6, DNMT1 block 37, STEP block 6, Neddylation inh inactive, LMPTP inh 6.4, CendR NRP1 mod 4, TbMetRS inhib 0.1, NadD inh 0 and Scp1 inh -7.
`COc1ccccc1-c1csc(NC(=O)c2ccc(N3C(=O)CCC3=O)cc2)n1` gave SKN-1 inh 3, SUMO1-SIM PPI 14, DNMT1 block -5, STEP block -2, Neddylation inh inactive, LMPTP inh -0.6, CendR NRP1 mod 16, TbMetRS inhib -0.7, NadD inh -3 and Scp1 inh -4.
CC1NC(=O)N(C)[C@@H]2NC(=O)N(C)C(c3ccc([N+](=O)[O-])cc3)[C@@H]12 (some centres undefined) was read as SKN-1 inh -4, SUMO1-SIM PPI -10, DNMT1 block 2, STEP block 2, Neddylation inh inactive, LMPTP inh -1.7, CendR NRP1 mod 6, TbMetRS inhib -0.4, NadD inh 1 and Scp1 inh -9.
`CCOC(=O)[C@H]1[C@H]2COc3ccc(OC)cc3[C@@H]2N2C(=O)c3ccccc3NC(=O)[C@@]12C` gave SKN-1 inh -5, SUMO1-SIM PPI -9, DNMT1 block 2, STEP block -4, Neddylation inh inactive, LMPTP inh 1.1, CendR NRP1 mod -2, TbMetRS inhib -0.4, NadD inh -2 and Scp1 inh 5.
`O=Cc1cc(Br)c(OC(=O)N2CCOCC2)c(Br)c1` gave SKN-1 inh -12, SUMO1-SIM PPI 14, DNMT1 block 1, STEP block -4, Neddylation inh inactive, LMPTP inh 0.1, CendR NRP1 mod 8, TbMetRS inhib -0.3, NadD inh 1 and Scp1 inh -14.
Screening O=C(Oc1ccc(Br)cc1)c1cccc(S(=O)(=O)N2CCOCC2)c1 returned SKN-1 inh 1, SUMO1-SIM PPI 1, DNMT1 block 1, STEP block 2, Neddylation inh inactive, LMPTP inh 2.1, CendR NRP1 mod -4, TbMetRS inhib -0.4, NadD inh -10 and Scp1 inh -7.
Screening O=C1c2ccccc2C(=O)C1c1ccccc1F returned SKN-1 inh -1, SUMO1-SIM PPI -4, DNMT1 block -1, STEP block 0, Neddylation inh inactive, LMPTP inh -2.8, CendR NRP1 mod -5, TbMetRS inhib -1.3, NadD inh -4 and Scp1 inh 0.
c1ccc(N2N=C(c3cccs3)CC2c2ccco2)cc1 (centres undefined) was read as SKN-1 inh -18, SUMO1-SIM PPI -6, DNMT1 block -5, STEP block 5, LMPTP inh 1.5, CendR NRP1 mod 9, TbMetRS inhib -1.2, NadD inh -4 and Scp1 inh -11.
Screening C/C(CCC(C)C)=N\NS(=O)(=O)c1ccc(C)c([N+](=O)[O-])c1 returned SKN-1 inh 0, SUMO1-SIM PPI -5, DNMT1 block 2, STEP block -2, Neddylation inh inactive, LMPTP inh -0.5, CendR NRP1 mod -7, TbMetRS inhib -0.4, NadD inh 1 and Scp1 inh -2.
Screening O=C(c1cc(F)c(F)cc1Cl)N1CCOCC1 returned SKN-1 inh -6, SUMO1-SIM PPI 2, DNMT1 block 2, STEP block 1, Neddylation inh inactive, LMPTP inh 0.9, CendR NRP1 mod -6, TbMetRS inhib 0.0, NadD inh -2 and Scp1 inh -1.
Screening COc1ccc(OC2C(=O)N(c3ccc(C)c(C)c3)C2c2ccc(OC)c(OC)c2)cc1 (centres undefined) returned SKN-1 inh 3, SUMO1-SIM PPI -2, DNMT1 block -8, STEP block 6, Neddylation inh inactive, LMPTP inh 4.8, CendR NRP1 mod 14, TbMetRS inhib -0.4, NadD inh -8 and Scp1 inh -16.
For CNC(=O)NC(=O)CSc1cccc(C(F)(F)F)c1 the results were SKN-1 inh -3, SUMO1-SIM PPI -1, DNMT1 block 1, STEP block -4, Neddylation inh inactive, LMPTP inh -0.4, CendR NRP1 mod 38*, TbMetRS inhib -0.3, NadD inh 2 and Scp1 inh -8.
Screening O=C(Cn1c(=O)oc2ccc(Cl)cc21)Nc1ccon1 returned SKN-1 inh 12, SUMO1-SIM PPI -3, DNMT1 block -2, STEP block -4, Neddylation inh inactive, LMPTP inh -0.7, CendR NRP1 mod 7, TbMetRS inhib 0.0, NadD inh -1 and Scp1 inh -4.
For Cc1nc2ccccc2c2oc(C(=O)N3CCC(C)CC3)cc12 the results were SKN-1 inh -6, SUMO1-SIM PPI 5, DNMT1 block 6, STEP block -1, Neddylation inh inactive, LMPTP inh 2.3, CendR NRP1 mod 20, TbMetRS inhib -0.9, NadD inh 3 and Scp1 inh -7.
CC(C)COC(=O)c1ccccc1OC(=O)c1ccncc1 was read as SKN-1 inh -6, SUMO1-SIM PPI -2, DNMT1 block -1, STEP block -3, Neddylation inh inactive, LMPTP inh -0.9, CendR NRP1 mod -10, TbMetRS inhib -0.2, NadD inh 8 and Scp1 inh -3.
Cc1nc(NC(=O)C2CC2)sc1C was read as SKN-1 inh 0, SUMO1-SIM PPI 2, DNMT1 block 3, STEP block -5, Neddylation inh inactive, LMPTP inh 0.4, CendR NRP1 mod 0, TbMetRS inhib -1.6, NadD inh 4 and Scp1 inh 3.
For COc1ccc(Cc2nnnn2CC(=O)O)cc1 the results were SKN-1 inh 0, SUMO1-SIM PPI -4, DNMT1 block 1, STEP block 0, Neddylation inh inactive, LMPTP inh -2.4, CendR NRP1 mod 12, TbMetRS inhib -0.6, NadD inh 4 and Scp1 inh 0.

The final 2 compounds of the section above come first, to join the parts.
Cc1nc(NC(=O)C2CC2)sc1C was read as SKN-1 inh 0, SUMO1-SIM PPI 2, DNMT1 block 3, STEP block -5, Neddylation inh inactive, LMPTP inh 0.4, CendR NRP1 mod 0, TbMetRS inhib -1.6, NadD inh 4 and Scp1 inh 3.
For COc1ccc(Cc2nnnn2CC(=O)O)cc1 the results were SKN-1 inh 0, SUMO1-SIM PPI -4, DNMT1 block 1, STEP block 0, Neddylation inh inactive, LMPTP inh -2.4, CendR NRP1 mod 12, TbMetRS inhib -0.6, NadD inh 4 and Scp1 inh 0.
For Cc1ccc(C2=NN(C(=O)CN3CCN(C4CCS(=O)(=O)C4)CC3)C(c3ccco3)C2)cc1 (centres undefined) the results were SKN-1 inh 27, SUMO1-SIM PPI -3, DNMT1 block 1, STEP block -1, Neddylation inh inactive, LMPTP inh -1.2, CendR NRP1 mod -2, TbMetRS inhib -0.4, NadD inh 1 and Scp1 inh -2.
For O=C(CCc1ccccc1)NCc1ccncc1 the results were SKN-1 inh -15, SUMO1-SIM PPI 1, DNMT1 block 5, STEP block -2, Neddylation inh inactive, LMPTP inh -0.4, CendR NRP1 mod 10, TbMetRS inhib 0.2, NadD inh -1 and Scp1 inh -4.
For Cc1ccc(C(=O)CCC(=O)N2CCN(c3ccc(F)cc3)CC2)cc1 the results were SKN-1 inh 6, SUMO1-SIM PPI 0, DNMT1 block -1, STEP block 2, Neddylation inh inactive, LMPTP inh -0.5, CendR NRP1 mod 1, TbMetRS inhib -1.6, NadD inh 4 and Scp1 inh -12.
COc1ccc(-c2n[nH]c(=S)n2-c2ccccc2C)cc1 was read as SKN-1 inh -8, SUMO1-SIM PPI -3, DNMT1 block 0, STEP block 1, Neddylation inh inactive, LMPTP inh -1.2, CendR NRP1 mod 10, TbMetRS inhib 0.8, NadD inh 2 and Scp1 inh -2.
`CSc1ccc(CN(C)C(C)C(=O)NCc2ccccc2)cc1` (centres undefined) gave SKN-1 inh 0, SUMO1-SIM PPI 0, DNMT1 block -1, STEP block 0, Neddylation inh inactive, LMPTP inh 0.7, CendR NRP1 mod 5, TbMetRS inhib -0.7, NadD inh -5 and Scp1 inh -4.
CCN(CC)S(=O)(=O)c1cccc(-c2csc(C)n2)c1 was read as SKN-1 inh 0, SUMO1-SIM PPI 5, DNMT1 block -4, STEP block 1, Neddylation inh inactive, LMPTP inh -0.6, CendR NRP1 mod 5, TbMetRS inhib -0.2, NadD inh 1 and Scp1 inh -13.
For O=C(O)c1ccc(N2C(=O)c3ccc(C(=O)c4cccc([N+](=O)[O-])c4)cc3C2=O)cc1 the results were SKN-1 inh -8, SUMO1-SIM PPI -16, DNMT1 block 11, STEP block 13, Neddylation inh inactive, LMPTP inh -0.7, CendR NRP1 mod -16, TbMetRS inhib -0.7, NadD inh 2 and Scp1 inh 26.
For NC(=O)Nc1cc(Cl)ccc1Cl the results were SKN-1 inh -3, SUMO1-SIM PPI -6, DNMT1 block 0, STEP block 1, Neddylation inh inactive, LMPTP inh -2.5, CendR NRP1 mod 4, TbMetRS inhib 0.6, NadD inh -5 and Scp1 inh -5.
`O=C(NCc1cccc(CNC(=O)C(=O)NCC2CCCO2)c1)C(=O)NCC1CCCO1` (centres undefined) gave SKN-1 inh 4, SUMO1-SIM PPI 0, DNMT1 block 1, STEP block 1, Neddylation inh inactive, LMPTP inh -1.2, CendR NRP1 mod 1, TbMetRS inhib -0.3, NadD inh -1 and Scp1 inh -5.
For COc1cc2c(cc1OC)C(C(N)=O)NCC2 (centres undefined) the results were SKN-1 inh 5, SUMO1-SIM PPI -2, DNMT1 block 0, STEP block -4, Neddylation inh inactive, LMPTP inh -1.0, CendR NRP1 mod 8, TbMetRS inhib -0.3, NadD inh -4 and Scp1 inh -13.
`COc1cccc(N(C(=O)c2ccn[nH]2)C2(C(=O)Nc3c(C)cccc3C)CCCCC2)c1` gave SKN-1 inh 20, SUMO1-SIM PPI -5, DNMT1 block 0, STEP block -2, Neddylation inh inactive, LMPTP inh -0.7, CendR NRP1 mod 21*, TbMetRS inhib -0.3, NadD inh 0 and Scp1 inh -10.
